Compound activity from PubChem.
FBW7 act – activators of human E3 ligase FBW7; 0.13% of 650,000 active; AID 1259310; AlphaScreen FBW7–phospho-cyclin E peptide binding, activator screen; normalized activity (activation), % at 26.1 µM; in the data active = normalized activity above about 1.9%;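 also: purified mutant Fbw7 with reduced substrate affinity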
MITF inh – inhibitors of human MITF; 0.91% of 650,000 active; AID 1259374; inhibition, % at 2.6 µM; O75030; AlphaScreen MITF homodimerization, bead proximity signal; in the data active = inhibition above about 50%;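 also: 0% = vehicle wells with protein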
Target sequence (O75030 whole entry, looked up): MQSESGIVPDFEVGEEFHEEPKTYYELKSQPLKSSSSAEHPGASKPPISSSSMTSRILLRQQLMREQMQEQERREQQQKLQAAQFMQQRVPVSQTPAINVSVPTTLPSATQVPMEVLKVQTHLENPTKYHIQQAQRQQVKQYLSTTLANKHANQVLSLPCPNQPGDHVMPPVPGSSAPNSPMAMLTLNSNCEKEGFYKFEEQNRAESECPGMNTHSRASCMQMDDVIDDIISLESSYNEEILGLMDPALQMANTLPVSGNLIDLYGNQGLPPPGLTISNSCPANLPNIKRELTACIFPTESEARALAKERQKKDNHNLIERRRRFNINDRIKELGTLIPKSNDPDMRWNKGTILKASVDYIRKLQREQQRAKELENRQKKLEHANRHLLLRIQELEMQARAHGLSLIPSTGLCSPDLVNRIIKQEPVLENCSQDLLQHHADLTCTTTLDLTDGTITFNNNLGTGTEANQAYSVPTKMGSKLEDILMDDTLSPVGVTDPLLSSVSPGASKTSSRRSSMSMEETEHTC
GPR151 ag – human GPR151 activation. Q8TDV0. PathHunter beta-arrestin GPR151 cells, luminescence. activation, % at 11.2 µM. 1% of 650,000 active; in the data active = activation above about 4.9%;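 also: 0% = median of compound wells and 100% = cells with positive control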
Target sequence (Q8TDV0 whole entry, looked up): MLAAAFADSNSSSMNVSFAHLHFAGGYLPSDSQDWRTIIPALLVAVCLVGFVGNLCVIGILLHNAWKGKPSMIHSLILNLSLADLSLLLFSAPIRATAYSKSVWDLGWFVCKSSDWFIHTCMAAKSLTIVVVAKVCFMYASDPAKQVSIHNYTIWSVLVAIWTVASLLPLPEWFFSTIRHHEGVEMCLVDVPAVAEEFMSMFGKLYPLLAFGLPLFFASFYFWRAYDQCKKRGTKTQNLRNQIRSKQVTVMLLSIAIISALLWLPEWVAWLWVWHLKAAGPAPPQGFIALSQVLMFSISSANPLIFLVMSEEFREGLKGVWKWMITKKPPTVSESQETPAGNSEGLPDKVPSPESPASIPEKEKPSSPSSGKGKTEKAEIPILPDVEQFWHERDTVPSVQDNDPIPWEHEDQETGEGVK
TEAD-YAP block – TEAD-YAP interaction inhibition. HEK-TIYL cells, TEAD-Gal4/YAP UAS-luciferase luminescence. inhibition, % at 9.12 µM. 1.4% of 640,000 active. AID 1259422; in the data active = inhibition above about 32%;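 also: 0% = median of test compound wells and 100% = reference inhibitor wells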
* = called active by the depositor; x = no result given.

SMILES	FBW7 act	MITF inh	GPR151 ag	TEAD-YAP block
CCCOc1ccc(C2C(=O)N(C3CCCCC3)CC(=O)N2CCC2=CCCCC2)cc1OC (stereo not given)	0.1	-9	0.4	-6
COc1ccccc1Oc1ccccc1OC	-0.1	-6	0.9	-8
Cc1csc(SCC(=O)c2ccc3ccccc3c2)n1	0.8	4	3.9	-58
O=C(NCC1(c2ccccc2)CCCC1)c1ccc(F)cc1	0.0	-4	0.4	-43
Nn1cc(-c2ccccc2)nc1SCC(=O)Nc1ccc2c(c1)OCO2	-0.2	10	2.5	-1
CCC(=O)N1CCc2cc(S(=O)(=O)N3CCN(c4cccc(Cl)c4)CC3)ccc21	0.4	11	-0.4	1
Cc1cc[n+](CC(=O)c2ccc([N+](=O)[O-])cc2)c2ccccc12	0.0	-7	1.5	23
CCn1c2cc(C)sc2c2cnn(CC(=O)N3c4ccccc4CC3C)c(=O)c21 (stereo not given)	0.2	17	-0.3	9
O=C1CC(n2nnnc2-c2ccccc2F)C2COC1O2 (stereo not given)	0.0	7	1.3	-1
O=C(Nc1c[nH]c(=O)[nH]c1=O)c1cccc(NC(=O)c2ccco2)c1	-0.2	-4	0.1	2
CCOc1cccc2sc(N(Cc3cccnc3)C(=O)c3ccn(C)n3)nc12	-0.6	11	-0.2	2
Cc1cc(C)c(S(=O)(=O)N2CCCc3ccccc32)c(C)c1	0.1	10	0.4	9
FC(F)(F)c1cccc(CNc2cc(NC3CCN(Cc4ccccc4)CC3)ncn2)c1	0.1	0	0.1	3
Cc1[nH]c2ccc(Br)cc2c1CC(=O)N/N=C/c1cccnc1	1.2	7	-0.3	-4
N/C(=N\OC(=O)c1ccc(Br)o1)c1cccc([N+](=O)[O-])c1	0.1	-7	0.8	0
CC(C)c1nnc(NC(=O)CCCOc2ccc(Cl)cc2)s1	0.1	14	-1.7	1
O=C(Nc1ccc(Br)cc1)C1CCN(C(=O)c2ccc(F)cc2)CC1	0.1	12	4.0	10
COc1cccc(/C=N/NC(=O)COc2ccccc2C)c1O	-0.1	-1	-0.4	21
CC(NC(=O)COc1ccc(Br)cc1)c1ccccc1 (stereo not given)	0.0	9	-1.2	8
CCC(C(=O)Nc1cc([N+](=O)[O-])ccc1F)c1ccccc1 (stereo not given)	0.0	1	1.5	7

Exported in markdown: 3 of the compounds above
| SMILES | FBW7 act | MITF inh | GPR151 ag | TEAD-YAP block |
| --- | --- | --- | --- | --- |
| CCn1c2cc(C)sc2c2cnn(CC(=O)N3c4ccccc4CC3C)c(=O)c21 (stereo not given) | 0.2 | 17 | -0.3 | 9 |
| O=C1CC(n2nnnc2-c2ccccc2F)C2COC1O2 (stereo not given) | 0.0 | 7 | 1.3 | -1 |
| O=C(Nc1c[nH]c(=O)[nH]c1=O)c1cccc(NC(=O)c2ccco2)c1 | -0.2 | -4 | 0.1 | 2 |

Next entries.
SMILES	FBW7 act	MITF inh	GPR151 ag	TEAD-YAP block
COc1cc(/C=N/NC(=O)CCc2n[nH]c(=O)[nH]c2=O)ccc1O	0.0	7	0.0	6
CCOC(=O)c1ccc(NC(=S)N2CCCC(C#N)C2)cc1 (stereo not given)	0.1	-5	-0.7	-3
FC(F)(F)C(Oc1nc(OC(C(F)(F)F)C(F)(F)F)nc(-n2nnc3ccccc32)n1)C(F)(F)F	-0.1	5	-0.1	0
O=C(NCCN1CCOCC1)c1cnc(N2CCCC2)nc1	-0.1	-3	0.2	5
O=C(Cc1c[nH]c2ccccc12)NC1=NCCS1	-0.1	7	-0.1	1
Cc1cc[n+](-c2[nH]c(=O)sc2/C=N/NC(N)=S)cc1	-0.1	-4	-0.4	-3
O=C(C(O)c1ccc(Cl)cc1)N1CCC(Nc2ccc3[nH]ncc3c2)CC1 (stereo not given)	-0.3	30	-0.5	-3
O=C(NCc1ccc2c(c1)OCO2)C(=O)Nc1ccc2nc3n(c(=O)c2c1)CCCCC3	0.0	1	1.1	6
O=C(CCC(=O)N(c1ccccc1)c1ccccc1)OCC(=O)c1ccccc1	0.7	11	2.4	-1
Cc1sc2nc(C)n3c(=O)n(CC(=O)NCCCN4CCCC4=O)nc3c2c1C	-0.2	11	1.0	10
COC(=O)c1c(-c2ccccc2)csc1NC(=O)C1CCCCC1C(=O)O (stereo not given)	0.0	-1	0.5	-42
O=C(Nc1ccc(C(=O)C(=O)c2ccccc2)cc1)Nc1ccc([N+](=O)[O-])cc1	-0.2	8	0.5	8
CCCCCc1c(C)c(C#N)c2nc3ccccc3n2c1NCCN1CCOCC1	0.2	5	-0.6	2
Cc1ccc(NC(=O)Cn2nc(C)c([N+](=O)[O-])c2C)cc1Cl	0.1	11	0.0	-12
CC(O)c1cccc(Nc2ncnc3c2cnn3C)c1 (stereo not given)	0.3	14	-1.6	0
CC(C)C[C@@H]1NC(=O)[C@H]2CN(C(=O)c3cc(Cl)cc(Cl)c3)CCN2C1=O	0.1	10	0.7	2
CCOc1ccccc1-n1c(=S)sc2c(=O)n(-c3ccc(C)cc3)c(=S)[nH]c21	-0.1	-7	0.5	6
COc1ccc(CNCC2(c3ccccc3)CCCC2)cc1OC	0.1	15	-0.2	-1
c1ncn(CC2COC3(CCCCC3)O2)n1 (stereo not given)	0.0	9	-0.7	-5
CCNC(=O)CCc1nc(-c2ccccc2)no1	0.1	-10	-1.3	-25

Given with each value named: part of the list above.
SMILES: CCOc1ccccc1-n1c(=S)sc2c(=O)n(-c3ccc(C)cc3)c(=S)[nH]c21
  FBW7 act: -0.1; MITF inh: -7; GPR151 ag: 0.5; TEAD-YAP block: 6

SMILES: COc1ccc(CNCC2(c3ccccc3)CCCC2)cc1OC
  FBW7 act: 0.1; MITF inh: 15; GPR151 ag: -0.2; TEAD-YAP block: -1

The list continues.
SMILES	FBW7 act	MITF inh	GPR151 ag	TEAD-YAP block
COc1ccc(CN2CCN(Cc3cccc(Br)c3)CC2)c(OC)c1	-0.2	72*	0.9	10
O=C(Nc1ccc([N+](=O)[O-])cc1Cl)c1ccccc1I	0.3	11	-1.8	1
Nc1ncc(-c2ccccc2)nc1-c1ccc(C=O)cc1	0.3	19	-0.6	11
COc1ccc(CC(NC(=O)c2ccccc2)C(=O)NCC(=O)O)cc1 (stereo not given)	-0.1	5	1.4	0
O=C(Cc1ccc([N+](=O)[O-])cc1)NNC(=O)c1ccccc1	0.1	-4	0.2	-3
CC(C)NS(=O)(=O)c1ccc(Cl)cc1	-0.1	4	-0.5	10
CCCCCCNC(=S)Nc1c(C)n(C)n(-c2ccccc2)c1=O	0.0	4	-0.1	15
CC(C)(C)C1CCc2c(sc(NC(=O)c3ccccc3F)c2C(=O)NCc2ccco2)C1 (stereo not given)	0.0	13	-0.5	0
Cc1ccc([N+](=O)[O-])cc1N(CC(=O)N1CCCCC1)S(C)(=O)=O	0.8	16	1.5	6
COc1ccc(C(=O)N/C(=C/c2cccc([N+](=O)[O-])c2)C(=O)Nc2cc(Cl)cc(Cl)c2)c(Cl)c1	-0.1	-2	-0.9	-5
CC(=O)Nc1ccc(C(=O)Nc2ccc(S(=O)(=O)N3CCCC3)cc2)cc1	0.6	12	1.0	-2
Cc1cc(-c2cnc(N3CCCCC3)nc2C2CCN(C(=O)CCn3ccnc3)CC2)on1	-0.2	12	-0.7	-11
O=C(N/N=C/c1ccco1)c1cccc(F)c1	0.1	1	0.1	-64
O=C(/C=C/c1ccccc1Cl)Nn1cnc2ccccc2c1=O	0.5	0	-0.8	6
O=C(CCC(=O)c1cccs1)OCc1cc(=O)oc2cc(O)ccc12	0.2	9	-1.3	-13
Cc1cc(NC(=O)CCC(=O)N(CCc2ccccc2)CC(=O)NCC2CCCO2)no1 (stereo not given)	1.4	20	-2.0	-2
CC(C)(C)C1CCc2c(sc(NC(=O)c3ccco3)c2C(=O)Nc2ccccc2Cl)C1 (stereo not given)	0.9	11	-1.1	10
COc1cc(NC(=O)CCc2c(C)nc3c(-c4ccccc4)c(C)nn3c2C)cc(OC)c1	1.0	13	0.8	5
Nc1ncnc(NNC(=O)CNC(=O)c2ccccc2)c1[N+](=O)[O-]	0.0	27	-0.6	11
O=C(NCCCN1CCCC1=O)c1ccc2nc(NCCN3CCOCC3)sc2c1	-0.1	-9	-1.0	6
CC1(C)C=C(CC2(C)CC(C)(C)NC(=S)N2)NC(=S)N1 (stereo not given)	-0.2	4	-1.0	-6
COc1cc(C(=O)Nc2ccc3oc(-c4ccncc4)nc3c2)cc(OC)c1OC	-0.1	7	-1.9	10
CC(C)NC(=O)c1cc(Cl)c(O)c(Cl)c1	0.0	-14	3.4	1
COCCCNC(=O)c1c(SC)nc2sccn2c1=O	0.1	4	0.8	5
CN1CCN(c2nc3c(c(=O)n(C)c(=O)n3C)n2CCC#N)CC1	1.4	14	-1.2	15
COc1ccc2nc(Nc3nnc(-c4ccccc4Cl)o3)sc2c1	-0.1	-24	-1.1	-54
Cc1ccc(OCCN(C)C(=O)C2CCN(c3nc(C)c4ccccc4n3)CC2)cc1	1.5	12	-1.2	-1
O=C(CC1S/C(=N/N=C2\CSC(=O)N2)NC1=O)Nc1ccc(Cl)cc1 (stereo not given)	0.0	49	0.7	5
CCCC(=O)Nc1nc(-c2ccccc2)cs1	-0.1	-14	-1.8	-5
CC(C)c1ccc(NC(=O)CN(c2ccc(F)c(Cl)c2)S(C)(=O)=O)cc1	0.1	15	1.7	3
CC(C)c1ccc(NC2=NC3CS(=O)(=O)CC3S2)cc1 (stereo not given)	0.8	18	-1.3	-6
O=S(=O)(NC1CCCCCC1)c1cccc(S(=O)(=O)c2ccc(Cl)cc2)c1	0.1	7	-0.2	-2
COc1ccc(/C=N\NC(=O)c2cc3ccccc3cc2OC)cc1OC	0.0	-16	3.4	-1
CS(=O)(=O)N(CC(=O)NCc1cccnc1)c1cccc(Cl)c1	-0.2	-42	1.9	-1
O=C1C(Cl)=C(Nc2ccc(I)cc2)C(=O)N1c1ccccc1	-0.1	-17	-1.6	0
COc1ccc(NC(=O)Nc2ccc3c(c2)CCC3)c(OC)c1	-0.2	6	4.7	-39
CC(=O)c1ccccc1OCC(O)CNC(C)(C)CO (stereo not given)	0.0	-6	4.2	5
CCN(CCCNC(=O)CN1CCN(Cc2ccc(Cl)cc2)C1=O)c1cccc(C)c1	0.1	-3	2.0	-4
COCCNc1c(-c2ccc(N3CCCC3)cc2)nc2cnccn12	0.1	4	-1.3	-60
CC1=CC2=NC(=O)/C(=C\c3ccc(OCCCOc4ccccc4)cc3)C(=N)N2O1	0.2	2	0.8	-42

Gathered by group, the entries above containing a furan ring, fused or not
SMILES	FBW7 act	MITF inh	GPR151 ag	TEAD-YAP block
O=C(Nc1c[nH]c(=O)[nH]c1=O)c1cccc(NC(=O)c2ccco2)c1	-0.2	-4	0.1	2
N/C(=N\OC(=O)c1ccc(Br)o1)c1cccc([N+](=O)[O-])c1	0.1	-7	0.8	0
CC(C)(C)C1CCc2c(sc(NC(=O)c3ccccc3F)c2C(=O)NCc2ccco2)C1 (stereo not given)	0.0	13	-0.5	0
O=C(N/N=C/c1ccco1)c1cccc(F)c1	0.1	1	0.1	-64
CC(C)(C)C1CCc2c(sc(NC(=O)c3ccco3)c2C(=O)Nc2ccccc2Cl)C1 (stereo not given)	0.9	11	-1.1	10

Next results follow:
SMILES	FBW7 act	MITF inh	GPR151 ag	TEAD-YAP block
Cc1ccc(C(=O)Nc2ccc(-c3nc4cc(C(C)C)ccc4o3)cc2)cc1Cl	0.2	7	1.5	2
COc1cc(/C=N\Nc2cn[nH]c(=O)c2Cl)cc([N+](=O)[O-])c1O	0.0	3	-0.5	-1
O=C(Nc1cccc(-c2nc3ncccc3o2)c1)c1cc([N+](=O)[O-])ccc1Cl	1.1	14	-0.5	10
O=C(CCc1nc2ccccc2s1)OCC(=O)c1cc(F)ccc1F	-0.1	9	-0.5	-3
COC(=O)c1ccc(C(=O)OC)c(NC(=O)c2cc(Cl)ccc2Cl)c1	-0.1	7	-2.0	0
O=C1c2ccccc2C(=O)c2cc(S(=O)(=O)Nc3ccccc3O)ccc21	-0.1	14	-0.6	8
Cc1cccc(NC(=O)Cn2nnc(C(=O)O)c2C(=O)O)c1C	0.2	-10	-1.1	0
CNC(=O)CCCCn1c(=S)[nH]c2c([nH]c3ccc(OC)cc32)c1=O	-0.1	-4	-0.7	5
CC(=O)Nc1ccc(Nc2ccnc(N3CCN(Cc4ccc5c(c4)OCO5)CC3)n2)cc1	-0.1	-6	0.6	14
CCOC(=O)Cc1csc(NC(=S)NC(=O)C2CCCCC2)n1	0.0	14	2.2	-1
Nc1cccc(Oc2ccc(C(c3ccc(Oc4cccc(N)c4)cc3)(C(F)(F)F)C(F)(F)F)cc2)c1	-0.1	-5	0.5	7
CCCOc1ccccc1C1C(C(=O)OCC2CCCO2)=C(C)NC2=C1C(=O)CCC2 (stereo not given)	0.1	-1	2.2	8
COC(=O)c1ccc(C2C(C(=O)OC3CCCCC3)=C(C)NC3=C2C(=O)CCC3)cc1 (stereo not given)	0.0	-7	1.5	-3
CCC1Oc2ccc(C)cc2N(CC(=O)NCCCOC)C1=O (stereo not given)	0.0	-5	4.2	-9
CCSc1ccc2c(c1)N(CCCN1CCN(C)CC1)c1ccccc1S2	-0.2	23	1.8	x
CN1CCN(C(=O)c2nn3c(c2Br)NC(c2ccc(Br)cc2)CC3C(F)(F)F)CC1 (stereo not given)	0.0	-18	-0.2	6
c1cncc(-c2cc(N3CCOCC3)nc(-c3ccncc3)n2)c1	0.1	4	-0.6	12
COc1ccccc1Nc1c(-c2ccc3c(c2)OCC(=O)N3)c(=O)c1=O	-0.2	-2	-1.5	-10
CC(=N/NC(N)=O)/C(=C\c1ccc(Br)cc1)c1ccccc1	-0.1	5	-0.5	-8
O=C(COC(=O)c1ccc([N+](=O)[O-])cc1)c1ccc(-c2ccccc2)cc1	0.1	5	-1.1	0
O=C(NC(=S)Nc1ccc(-c2nc3ccccc3s2)cc1)c1ccc(S(=O)(=O)N2CCCC2)cc1	-0.1	46	-0.7	-7
N#CC1=C(N)N(c2ccccc2)C2=C(C(=O)CCC2)C1c1ccc(F)cc1 (stereo not given)	0.0	-6	4.1	-1
